Lipid storage S3: qHTS Assay for Lipid Storage Modulators in Drosophila S3 Cells; Drosophila S3 cells, BODIPY lipid droplet fluorescence, 18-24 h; cells fed with added oleic acid; lipid storage change, negative = inhibition, % at the top dose, mostly 46.1 µM; hits show Potency in µM; hit rate 0.64% among 320,000; active = well fitted inhibition curve with a large enough effect in the signal ratio, with a control signal flat, not every such curve was filed as active; inconclusive = small, poorly fitted or top-dose-only effect, or effect the other way, or a change in a side signal; the % refers to the signal ratio
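Drosophila S3 cells got compounds at several concentrations plus oleic acid (400 uM solution). Laser-scanning cytometry with 488 nm excitation read lipid droplets at 500-530 nm and cells at 575-640 nm. Percent activity was relative to 20 uM Triacsin C.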
Lipid storage S3 cell count max: further read-out of Lipid storage S3, marked with its call; cell number change, %; measured here: cell count max response;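 cells counted by Cell Tracker Red CMTPX staining in the red channel; peak over a dose series mostly up to 46.1 µM; percent activity relative to internal control wells on each plate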
* marks the source's active call; other numbers are inactive results; i = inactive; ? = inconclusive; · = not tested or not shown; & = joins results of further samples; [ ] = another dose, or the depositor's remark. % is set by controls: 0 for no effect and ±100 for the full control effect; potency is the fitted concentration of half-maximal effect.

Value order: Lipid storage S3, Lipid storage S3 cell count max
Cc1ccc(S(=O)(=O)N2C(=O)CCC2C(N)=O)cc1 (centres undefined)
 : ?, ·
NC(=O)C1(c2ccccc2)OC1c1ccccc1 (centres undefined)
 : ?, ·
CCOc1ccc(-n2c(SCC(=O)NC)nnc2-c2ccco2)cc1
 : ?, ·
FC(F)(F)c1cnc(Nc2ccc(N3CCOCC3)cc2)c(Cl)c1
 : ?, ·
Cn1c(C(=O)O)c(CC(=O)Nc2ccc(F)cc2F)c2ccccc21
 : ?, ·
CCNC(=O)C1CC(=O)N(Cc2ccc3c(c2)OCO3)C(=Nc2ccc(F)cc2)S1 (centres undefined)
 : ?, ·
O=C(Nc1ccccc1)C1=C[C@@H](c2ccc(Br)cc2)C[C@@H](OCc2ccc(CO)cc2)O1
 : -25.2%, -11.8
O=C(COC(=O)c1ccc2c(c1)OCO2)Nc1ccccc1Cl
 : ?, ·
COC(=O)CNC(=O)CNC(=O)c1nn(-c2ccc(OC)c(Cl)c2)c(=O)c2ccccc12
 : ?, ·
O=C(Oc1ccccc1)c1ccc2nsnc2c1
 : 0.4%, 6.0
OC(CON=C1c2ccccc2-c2ccccc21)CN1CCNCC1 (centres undefined)
 : ?, ·
CCCOc1ccc(Cc2c(Cl)nc(SC)nc2N(C)C)cc1
 : -12.5%, -8.2
O=C(c1ccc2c(=O)n3c(nc2c1)CCCCC3)N1CCN(Cc2ccccc2)CC1
 : i, 20.9
Cc1c(NC(=O)CN2C(=O)c3ccc([N+](=O)[O-])cc3C2=O)c(=O)n(-c2ccccc2)n1C
 : -4.3%, -10.9
CCN(CC)C(=O)c1sc2nc(-c3cccs3)cc(-c3cccs3)c2c1N
 : ?, ·
NNc1ncnc2scc(-c3ccc(Cl)cc3)c12
 : ?, ·
COC(=O)c1ccc(COC(=O)C2CCN(S(=O)(=O)c3ccc(C)c(C)c3)CC2)o1
 : i[0.0737 µM], ·
O=C(CC1C(=O)NCCN1C(=O)Nc1ccc(F)cc1)Nc1cc(Cl)ccc1Cl (centres undefined)
 : 5.8%, 10.8
CCCn1c(N)c(C(c2ccc(OC)cc2)N2CCN(c3ccccc3)CC2)c(=O)[nH]c1=O (centres undefined)
 : i, 11.9
Cc1ccc(S(=O)(=O)NN2C(=O)/C(=C/c3cccn3C)SC2=S)cc1
 : -4.0%, -12.7
Cc1cc(C)cc(N(CC(=O)NCC2CCCO2)C(=O)CN2C(=O)COc3ccccc32)c1 (centres undefined)
 : i, 17.3
CCCCC1=C([O-])C2N=CC=CC2=[N+](c2ccccn2)C1=O (centres undefined)
 : -2.9%, -7.1
COC(=O)CCCC1=CC2=C(c3ccccc3)C(=O)C(C)(OC(=O)C3CCCC3)C(=O)C2=CN1C1CCCCC1 (centres undefined)
 : ?, ·
COc1cccc(-c2nc(N3CCN(Cc4ccccc4)CC3)c3ccccc3n2)c1O
 : 19.6%&5.3%, 4.9&8.9
CCCOc1ccc(NC(=O)CC2C(=O)N(CC)C(=S)N2Cc2cccs2)cc1 (centres undefined)
 : -0.4%, -10.2
C=CCNC(=O)/C(=C/c1cn(-c2ccccc2)nc1-c1cccc([N+](=O)[O-])c1)NC(=O)c1ccccc1
 : 11.1%, 1.6
CCCn1c(N/N=C\C=C\c2ccccc2)nc2c1c(=O)[nH]c(=O)n2C
 : 9.7%, 2.6
O=C(Nc1ccc(NC(=O)c2ccco2)c(Cl)c1)c1cccc([N+](=O)[O-])c1
 : ?, ·
CC(=O)N1CCN(C(=O)COC(=O)CNC(=O)c2ccc(C)cc2)CC1
 : ?, ·
O=C(CSc1cn(CCNC(=O)c2cccs2)c2ccccc12)NCc1ccccc1
 : ?, ·
CCOC(=O)C(=Cc1ccc(-c2ccsc2C(=O)OC)o1)C(=O)OCC
 : -6.8%, 0.1
O=C1N=c2ccccc2=C1c1sc(=O)[nH]c1O
 : 0.8%, 0.2
COc1ccccc1CN=C1Nc2ccccc2CS1
 : 16.3%, ·
Cc1ccc(C(=O)N2C(CC(=O)Nc3ccc(Cl)cc3)C(=O)NC3CCCCC32)cc1 (centres undefined)
 : -1.0%, 10.3
CS(=O)(=O)N1CCN=C1SCc1ccc(Br)cc1
 : ?, ·
O=C(CCn1c(=S)oc2ccccc21)Nc1cccc(F)c1
 : 2.1%, ·
Cc1ccc(S(=O)(=O)N(C(=O)c2ccncc2)c2ccc(OC(=O)c3ccncc3)cc2)cc1
 : ?, ·
COC(=O)c1cc(S(=O)(=O)N(Cc2ccccc2)C(C)(C)C)c[nH]1
 : i, -3.6
COC(=O)c1ccccc1S(=O)(=O)NNC(=O)c1ccccc1-n1cccc1
 : ?, ·
CCOc1ccc(/C(O)=C2/C(=O)C(=O)N(CCN(CC)CC)C2c2ccco2)cc1 (centres undefined)
 : 1.1%, -4.5
O=C(CSc1nnnn1-c1ccccc1)CSc1nnnn1-c1ccccc1
 : ?, ·
Cc1ccc(CNC(=O)C2CCC(=O)N(CCc3ccccn3)C2)s1 (centres undefined)
 : -15.9%, 23.7
Cc1ccc(OCCC(=O)N(CC(=O)Nc2ccccc2C(F)(F)F)Cc2ccco2)cc1
 : ?, ·
CCn1ccnc1C(O)(c1ccccc1)c1ccccc1
 : ?, ·
O=C(Cn1c(C(F)(F)F)nc2ccccc21)Oc1cccc(C(F)(F)F)c1
 : ?, ·
COc1ccc(OCCCNCCc2ccccc2)cc1
 : ?, ·
CCOc1ccc(NC(=O)CN(C)C(=O)c2ccccc2OCCOc2ccccc2)cc1OCC
 : ?, ·
CN1CCN(CC(O)(c2ccc(Cl)cc2)c2ccc(Cl)cc2)CC1
 : ?, ·
COC(=O)c1ccc(C(=O)N2CCCC(Nc3ccc(F)c(F)c3)C2)cc1 (centres undefined)
 : ?, ·
C=CCN1C=CC(=C/C=C(/C#N)C(=O)OCC)C=C1
 : -21.0%, 8.1

Following part
Value order: Lipid storage S3, Lipid storage S3 cell count max
Cc1ccc(Sc2cc(Cl)nc(N)n2)cc1
 : i, -7.8
Cc1ccc(-c2csc(NC(=O)/C=C/c3ccco3)c2C(=O)O)cc1
 : -20.6%, -14.2
CC1CCC(CN2C(Nc3ccccc3)=NC[C@@H]2C)CC1 (some centres undefined)
 : ?, ·
COCc1cc(Sc2cccc(Cl)c2Cl)nc(-c2ccccc2)n1
 : -10.0%, -13.5
O=C(CCSCCc1ccccn1)Nc1ccc(Br)cc1F
 : ?, ·
Cc1ccccc1NC(=O)CN1C(=O)COc2ccc(Cl)cc21
 : ?, ·
C=CCn1c(/N=C/c2ccc(OC)cc2)nc2ccccc21
 : 5.5%, 11.7
O=C(/C=C/c1ccc(Cl)cc1)Nc1nccs1
 : i, ·
Cn1c(/C=C/c2ccc(Br)cc2)nc2ccccc2c1=O
 : 15.6%, 11.2
Clc1cccc(Cl)c1/C=N\Nc1nccs1
 : i, -7.5

Further entries follow:
SMILES | Lipid storage S3 | Lipid storage S3 cell count max
CCCCNC(=S)Nc1cc(S(=O)(=O)N2CCCCC2)ccc1C | ? | ·
NC(=O)CN1C(=O)C2CCCCN2C(=O)c2ccccc21 (centres undefined) | ? | ·
CC(=O)NC(Cc1cc(C)ccc1C)C(=O)N1CCN(C(=O)c2ccc([N+](=O)[O-])cc2)CC1 (centres undefined) | ? | ·
Cc1ccc2nc(N3CCN(C(=O)c4ccc(F)cc4)CC3)c(C#N)cc2c1 | ? | ·
CCOc1ccc(Nc2cc(C)c3ccccc3n2)cc1 | ? | ·
O=C(O)c1ccc(-n2nncc2-c2ccccc2)cc1 | ? | ·
CSc1nc(N)nc(N(C)C)n1 | -0.3% | 20.0
Cc1c(Nc2cc(N3CCCCCC3)c3nonc3c2[N+](=O)[O-])c(=O)n(-c2ccccc2)n1C | 0.7% | -15.3
Cc1ccc(S(=O)(=O)NN2C(=O)/C(=C/c3ccccn3)SC2=S)cc1 | -1.2% | -11.3
COc1ccc(Cl)cc1NC(=O)CN(C)CC(=O)Nc1cc(OC)c(OC)c(OC)c1 | ? | ·
O=C(COC(=O)c1ccccc1C(=O)c1ccccc1)NCc1ccc(F)cc1 | -0.8% | -4.5
O=C(c1ccc(S(=O)(=O)Nc2ccccc2)cc1)N1CCCCCCC1 | ? | ·
O=C(c1ccc(COc2ccc(F)cc2)o1)n1cc(Br)cn1 | -0.7% | -0.7
Cc1ccc(/C=C/C(=O)N2CCN(c3ncccn3)CC2)o1 | ? | ·
CCOc1cc(/C=N/n2cnnc2)c(Br)cc1O | ? | ·
Cc1nc2ccc(NC(=O)N3CCCCC3)cc2s1 | ? | ·

Record cards (already shown). Screens in order: Lipid storage S3, Lipid storage S3 cell count max
Profile of `O=C(c1ccc(COc2ccc(F)cc2)o1)n1cc(Br)cn1` = -0.7%, -0.7
Profile of `O=C(c1ccc(S(=O)(=O)Nc2ccccc2)cc1)N1CCCCCCC1` = ?, ·
Profile of `Cc1nc2ccc(NC(=O)N3CCCCC3)cc2s1` = ?, ·
Profile of `CCOc1cc(/C=N/n2cnnc2)c(Br)cc1O` = ?, ·
Profile of `Cc1ccc(/C=C/C(=O)N2CCN(c3ncccn3)CC2)o1` = ?, ·

Next structures follow.
SMILES | Lipid storage S3 | Lipid storage S3 cell count max
O=C(COc1ccc2c(c1)OCO2)NC12CC3CC(CC(C3)C1)C2 | ? | ·
COC(=O)NCCOC(=O)N(O)c1ccc(Br)cc1 | -6.8% | 9.4
CCOC(=O)C1CCCN(c2c(NCCCN(CC)c3cccc(C)c3)c(=O)c2=O)C1 (centres undefined) | ? | ·
CCOC(=O)CSc1nc2ccccc2c(=O)n1-c1ccc(C(=O)NCCOC)cc1 | 2.5% | ·
O=C(OCC(O)CN1CCCCC1)C12CC3CC(CC(C3)C1)C2 (centres undefined) | ? | ·
CN1C(=O)C(C(=O)Nc2ccccc2F)c2ccccc21 (centres undefined) | ? | ·
O=C(CN1C(=O)NC2(CCCC2)C1=O)N1CCN(c2ccccc2O)CC1 | ? | ·
Cc1ccc(-c2nn(CCC#N)cc2C=C(C#N)C#N)cc1 | i | ·
O=C(Nc1ccccc1)c1ccc2nc(-c3ccco3)c(-c3ccco3)nc2c1 | ? | ·
COc1ccc([N+](=O)[O-])cc1NC(=O)CCCOc1ccccc1 | ? | ·
CC(=O)Nc1ccc(NC(=O)/C(=C/c2ccco2)NC(=O)c2ccccc2)cc1 | -21.5% | 2.3
COC(=O)c1ccccc1C(=O)N1CCOCCN(C(=O)c2ccccc2C(=O)OC)CCOCC1 | -1.0% | 0.7
CC(C)c1ccccc1OCC(=O)Nc1ccccc1C(=O)N1CCOCC1 | ? | ·
CC(OC(=O)CSc1ccc([N+](=O)[O-])cc1)C(=O)NCc1ccccc1 (centres undefined) | ? | ·
Cc1cc(Br)c(NC(=O)COC(=O)CSc2nnc(-c3ccc(Cl)cc3)o2)c(Br)c1 | ? | ·
c1ccc2c(-c3cn4ccccc4n3)c[nH]c2c1 | -3.8% | -15.4
O=C(CCc1nc2ccccc2c(=O)[nH]1)N1CCN(C/C=C/c2ccccc2)CC1 | ? | ·
O=C1Cc2cc(S(=O)(=O)Nc3cccc([N+](=O)[O-])c3)cc3c2N1CCC3 | ? | ·
COC(=O)c1cccc(-n2sc3ccccc3c2=O)c1 | ? | ·
COc1ccc2cc(C(=O)Nc3ccccc3)sc(=O)c2c1OC | 8.9% | -14.2
CC(C)c1ccc(NC(=O)CSc2nc3ncccc3[nH]2)cc1 | ? | ·
COC(C[C@H]1O[C@H]1C(=O)COCc1ccccc1)OC | -2.7% | 16.9
Cc1ccc(S(=O)(=O)NCC(=O)N2CCN(S(=O)(=O)c3ccc(Cl)cc3)CC2)cc1C | -3.2% | -8.9
CC(=O)Nc1ccc(NC(=O)[C@@H]2CCCC[C@@H]2C(=O)O)cc1 | ? | ·
Cn1c(Cc2ccccc2)nnc1SCc1ccc(C(=O)O)cc1 | -4.4% | 0.9
O=C(c1cc(=O)[nH]c2ccccc12)N1CCN(S(=O)(=O)c2ccc3ccccc3c2)CC1 | 5.4% | 24.6
CCOc1ccccc1NC(=O)c1ccccc1NC(=O)c1ccco1 | ? | ·
COc1ccc(C)cc1NC(=O)CSc1nc(SC)ns1 | ? | ·
COc1ccc(CC(=O)c2ccc(OC)c(OC)c2)cc1 | ? | ·
COc1ccc(/C=N/N2CCN(c3ccncc3S(=O)(=O)N3CCCCC3)CC2)cc1 | ? | ·
O=C(O)[C@@H]1CCCC[C@@H]1C(=O)N1CCc2ccccc2C1CN1C(=O)c2ccccc2C1=O (some centres undefined) | ? | ·
Cc1nc(Nc2ccncc2)c2oc3ccccc3c2n1 | ? | ·
COc1ccccc1CCn1cc(C#N)c(=O)[nH]c1=O | -6.4% | 2.5
N#C/C(=C\c1ccccc1)c1ccccn1 | ? | ·
S=C1NC2=C(CCCC2=C2SCCCS2)C(c2ccccc2)N1 (centres undefined) | -0.4% | -8.5

Entries from the list above containing a CF3 group:
SMILES | Lipid storage S3 | Lipid storage S3 cell count max
FC(F)(F)c1cnc(Nc2ccc(N3CCOCC3)cc2)c(Cl)c1 | ? | ·
Cc1ccc(OCCC(=O)N(CC(=O)Nc2ccccc2C(F)(F)F)Cc2ccco2)cc1 | ? | ·
O=C(Cn1c(C(F)(F)F)nc2ccccc21)Oc1cccc(C(F)(F)F)c1 | ? | ·

Assay outcomes as filed in PubChem BioAssay.

Not all compounds are listed; count on the stated rates, not on these rows.
